Bioassay records: PubChem, several laboratories
NR2E3 ag-1 = agonists of human NR2E3 nuclear receptor. AID 602229. Q9Y5X4. CHO-S Gal4-NCOR/VP16-NR2E3 two-hybrid, luciferase. inhibition of corepressor binding, % at 3.98 µM. 0.35% of 360,000 active;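 active means inhibition above the mean of all tested compounds plus 3 SD, cut at about 70% in these data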;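 further: 0% = DMSO with NR2E3 transfected cells and 100% = cells lacking NR2E3 construct; higher means lower luciferase signal from less NR2E3 corepressor binding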
Target sequence (Q9Y5X4 whole entry, looked up, the tested form may be a part): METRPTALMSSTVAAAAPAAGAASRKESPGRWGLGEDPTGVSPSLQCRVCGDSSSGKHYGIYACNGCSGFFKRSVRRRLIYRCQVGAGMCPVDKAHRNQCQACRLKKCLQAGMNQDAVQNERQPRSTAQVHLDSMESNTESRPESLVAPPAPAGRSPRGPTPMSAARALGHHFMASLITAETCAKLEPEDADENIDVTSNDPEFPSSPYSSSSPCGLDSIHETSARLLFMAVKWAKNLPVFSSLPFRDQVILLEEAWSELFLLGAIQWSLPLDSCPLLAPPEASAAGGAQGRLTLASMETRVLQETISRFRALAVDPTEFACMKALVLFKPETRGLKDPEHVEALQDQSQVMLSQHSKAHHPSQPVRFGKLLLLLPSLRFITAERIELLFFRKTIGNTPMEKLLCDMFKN
CaV13 FRET inh = Primary screen for inhibitors of IQ motif and Ca2+-dependent inactivation inhibitor domain binding in CACNA1D, Förster resonance energy transfer in living cells, … | inhibition, % at 12.3 µM | HEK cells, CFP/YFP FRET ICDI-IQ, plate reader, 10 min; percent FRET-ratio fall versus neutral wells | 0.098% of 340,000 active;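 active means mean replicate inhibition of at least 30% and at least 1% of replicates passing that level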;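 further: 0% = median of the neutral control wells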
NR2E3 ag-2 = NR2E3 (human) agonism; GST-NR2E3/biotin-RetCOR TR-FRET, 1536-well; inhibition of corepressor binding, % at 4.78 µM; 0.12% of 320,000 active; AID 2300;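 active means percent inhibition above the cutoff of mean plus 3 SD of all tested compounds, set per screening campaign, cut at about 20% in these data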;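 further: 0% = DMSO wells and 100% = biotin wells as full block of FRET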
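Test system – NR2E3–RetCOR corepressor complex · Quantity – NR2E3 fusion 1.35 nM · Buffer or medium – Tris pH 7.5 · Incubation – Compound–protein incubation for 5 h at 4 °C · Technique – TR-FRET, Eu(K)-anti-GST donor, streptavidin-D2 acceptor, ex 340, em 617/671 nm · Evaluation – percent inhibition of 671/617 nm emission ratio versus biotin and DMSO controls · Plate – 1536-well format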
HIF-2a inh = inhibitors of HIF-2a. 786-0 RCC cells HIF-2a reporter, luciferase luminescence, overnight. AID 624352. 0.72% of 360,000 active. inhibition, % at 18.8 µM;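 active means inhibition of the luminescence signal of 40% or more relative to plate controls, in a single-dose primary screen at 18.75 µM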
iPSC survival up = increases survival of single human iPS cells | 0.044% of 360,000 active | AID 602274 | survival enhancement, % at 20 µM | hiPSC single-cell survival, ATPlite luminescence; 100% = ROCK inhibitor wells, 0% = DMSO; in the data active means survival enhancement above about 18%;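 further: cells exposed to compounds for 16 hours before the ATP read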
aDG glyco act = increases alpha dystroglycan glycosylation. AID 624168. Pro5-aDG cells, alpha-DG glycosylation AlphaScreen (IIH6); 0% Pro5, 100% B10-LARGE cell signal. activation, % at 10 µM. 0.22% of 360,000 active;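 active means activation of at least 8% versus controls, or a plate z-score of at least 8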;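 further: Pro5 are CHO cells carrying HIG-tagged alpha-DG that lacks glycosylation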
TRPM1 prom inh = MITF TRPM1 promoter inhibition in SK-MEL-5 cells; SK-MEL-5 TRPM1 promoter luciferase, 24 h; inhibition, % at 12.5 µM; 0.83% of 330,000 active;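 active means mean inhibition across replicates of 60% or more, whatever share of single replicates reaches that level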; further: values of inactives mirror those of a sister screen read the other way
Granule exo inh = blocks lytic granule exocytosis; inhibition, % at 10 µM; 0.66% of 360,000 active; AID 651702; TALL-104 LAMP-1 surface exposure, flow cytometry; cells stimulated with thapsigargin and PMA;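 active means inhibition above about 55%, limit read from the data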
Vif imaging = inhibitors of HIV Vif. AID 602346. inhibition, % at 7.49 µM. HEK293T cells, Vif self-association by quenched fluorescence, imaging, 24 h. 0.35% of 340,000 active; in the data active means inhibition above about 50%, passing the limit was not always enough; further: some results filed as inactive read as strong as hits
Peg3 prom inh = reduces Peg3 promoter-driven luciferase expression in HeLa; HeLa PEG-Prom luciferase reporter, luminescence, overnight; inhibition, % at 20 µM; 1.7% of 360,000 active; AID 588405;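 active means inhibition of at least 50% at 20 µM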
PDI turbidity = blocks human protein disulfide isomerase activity | PDI insulin aggregation turbidity, A650, 90 min | inhibition, % at 10 µM | 0.052% of 350,000 active | P07237;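 active means mean inhibition across replicates of 30% or more, whatever share of single replicates reach that level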;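 further: absorbance from insulin aggregation driven by PDI reduction with DTT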
Target sequence (P07237 whole entry, looked up): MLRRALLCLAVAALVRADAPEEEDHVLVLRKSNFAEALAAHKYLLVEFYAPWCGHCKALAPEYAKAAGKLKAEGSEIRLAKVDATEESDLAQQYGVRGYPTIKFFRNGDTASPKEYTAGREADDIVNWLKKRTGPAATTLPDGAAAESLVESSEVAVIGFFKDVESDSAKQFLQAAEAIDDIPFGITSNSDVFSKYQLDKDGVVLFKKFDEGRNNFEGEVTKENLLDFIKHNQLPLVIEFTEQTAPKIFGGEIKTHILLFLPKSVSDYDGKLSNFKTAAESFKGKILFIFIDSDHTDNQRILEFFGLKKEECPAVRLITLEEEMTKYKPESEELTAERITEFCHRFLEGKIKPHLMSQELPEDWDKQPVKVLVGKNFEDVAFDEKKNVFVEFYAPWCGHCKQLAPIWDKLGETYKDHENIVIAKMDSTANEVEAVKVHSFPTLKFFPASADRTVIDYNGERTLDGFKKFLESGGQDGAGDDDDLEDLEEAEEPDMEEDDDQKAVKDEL
* hit, by the source's call; · = no result given.

mol	Granule exo inh	TRPM1 prom inh	PDI turbidity	NR2E3 ag-1	Vif imaging	aDG glyco act	iPSC survival up	NR2E3 ag-2	CaV13 FRET inh	Peg3 prom inh	HIF-2a inh
O=C(CSC1=NC(=O)C(c2ccccc2)C(=O)N1)Nc1ccccc1[N+](=O)[O-] (configuration not stated)	1	2	-5	9	·	0.4	-1.0	3	-6	-8	10
O=C(CSc1nnc(NC(=O)c2ccccc2F)s1)NCC1CCCO1 (configuration not stated)	-16	-57	-5	-82	·	0.1	-0.4	-2	-3	-90	-120
COc1ccc(CN2CCC(C(=O)Nc3ccc(Oc4cccnc4)cc3)CC2)cc1	3	6	1	13	·	1.3	-0.5	0	-8	6	15
O=C(NCc1ccco1)/C(=C/c1ccco1)NC(=O)c1ccco1	-4	-6	0	-12	0	-0.3	-2.3	0	-2	13	21
COc1ccc(/C=N/NC(=O)CCn2c3ccccc3c3ccccc32)cc1OC	-4	11	2	-9	2	0.5	1.7	-1	-2	5	13
CC(C(=O)N1CCc2ccccc21)N1CCc2ccccc2C1 (configuration not stated)	8	19	6	-8	-2	0.0	4.5	-2	11	20	-4
COc1ccc(N2CCN(C(=O)c3cn(CC4CCCCC4)nn3)CC2)cc1	-14	-3	3	0	-3	0.0	-0.3	1	-5	-33	-72
CCOc1cc(-c2nc3n(c(=O)c2C#N)CCS3)ccc1O	1	-7	-2	6	-4	-0.1	-0.7	-4	-3	1	14
O=C(O)Cc1sc(Nc2cccc3ccccc23)nc1-c1ccc(Cl)cc1	12	8	-1	-2	-8	0.2	0.3	2	-4	9	-2
COCCN(C(=O)CSc1nc2ccc(C)cc2[nH]1)c1c(N)n(Cc2ccccc2)c(=O)[nH]c1=O	-5	25	-1	-13	-2	-0.6	3.1	-1	-4	4	-3
CC(C)C(=O)NC(=S)Nc1c(Cl)ccc2nsnc12	-3	13	-9	-4	12	-0.1	-0.5	-2	-20	-6	-2
O=C(N/N=C/c1sc(=O)n(-c2ccccc2)c1Cl)c1ccccc1	28	-64	-6	-100	-15	0.1	-3.4	1	-9	-226	-168
Cc1ccc(S(=O)(=O)CCC(=O)N2CCN(c3ccc(Cl)cc3)CC2)cc1	6	0	-3	26	2	0.0	-0.9	0	-7	19	11
OCCC1CN(Cc2nc3ccccc3[nH]2)CCN1C1CCCC1 (configuration not stated)	2	-8	7	20	-1	-0.5	-0.4	-2	-3	10	15
N#Cc1cn(CC(=O)NCC2CCCO2)c2ccccc12 (configuration not stated)	3	7	-2	7	-5	-0.1	1.1	4	-9	-92	6

Quoted from the listing.
O=C(N/N=C/c1sc(=O)n(-c2ccccc2)c1Cl)c1ccccc1 – iPSC survival up: -3.4
O=C(CSc1nnc(NC(=O)c2ccccc2F)s1)NCC1CCCO1 (configuration not stated) – TRPM1 prom inh: -57

(cont.)
mol	Granule exo inh	TRPM1 prom inh	PDI turbidity	NR2E3 ag-1	Vif imaging	aDG glyco act	iPSC survival up	NR2E3 ag-2	CaV13 FRET inh	Peg3 prom inh	HIF-2a inh
O=C(NCCN1CCOCC1)c1ccc(Cl)c([N+](=O)[O-])c1	2	-5	1	-1	-4	0.4	0.0	-2	-3	0	14
CN(C(=O)C1CCOC1)c1nnc(-c2ccncc2)s1 (configuration not stated)	-3	19	-20	7	·	-0.2	1.7	3	0	-3	3
O=C(CSc1nnc(CNC(=O)c2ccco2)o1)Nc1nc2ccccc2s1	-4	0	-7	-8	17	0.6	2.6	1	-5	-43	-23
Cc1ccc(Nc2ncnc3c2cnn3C)c(C)c1	-6	16	4	4	8	-0.1	0.3	1	-4	16	16
Cc1ccc(C(=O)CCNc2ccccc2)o1	0	-28	5	-29	-8	0.2	-0.8	-2	0	-118	-200
Cc1c(C)c(C)c(/C=[N+](/C)[O-])c(C)c1C	-4	-11	-10	0	-15	-0.2	1.5	-1	-3	7	18
CNn1cnc2ccsc2c1=O	3	3	0	14	2	-0.2	-0.8	1	-5	12	14
CN1CCc2c(sc(NC(=O)C3CCN(S(=O)(=O)c4cccs4)CC3)c2C(N)=O)C1	3	-2	-2	-18	9	-0.1	-0.4	0	26	-3	-2
COc1cc(C2N(c3ccc(Cl)c(Cl)c3)C(=O)C3CCCN32)cc(OC)c1OC (configuration not stated)	-2	6	1	-11	-4	-0.1	6.2	-1	-5	6	-6
CCOC(=O)C(NC(=O)c1ccccc1)C(C)(C)SCc1ccccc1 (configuration not stated)	-15	0	-3	-33	-4	0.4	-1.9	·	-7	12	5
COc1ccc2ccccc2c1/C=N/NC(=O)c1cccc(Br)c1	18	5	-3	-7	-1	0.1	-0.2	4	-2	-13	-20
Cc1ccccc1NC(=O)N1C2CCC1CC(O)(c1cccnc1)C2 (configuration not stated)	2	5	-3	6	9	-0.2	6.7	0	-5	8	18
Cc1nn(-c2ccccc2)c(CC(C)(C)C(=O)O)c1C(=O)O	1	-3	26	-12	8	0.2	-1.1	1	-2	7	9
CCCCCOC(=O)C1=C(C)Nc2ncnn2C1c1cccs1 (configuration not stated)	1	6	-7	34	-14	0.3	-1.6	-2	·	19	23
Cn1c2ccccc2c(=O)c2ccc(NCc3ccc4c(c3)OCO4)cc21	-1	-13	-9	-46	·	0.1	-2.1	·	-6	-110	-178
COc1cccc(NC(=S)N(CCCN2CCN(C)CC2)Cc2ccco2)c1	1	-12	3	-8	-8	0.2	-0.6	2	6	-3	12
COc1cc2c(C(=O)N3CCCc4ccccc43)cn(C)c(=O)c2cc1OC	-2	4	-2	-8	3	-0.2	1.3	3	-5	11	25
COc1ccccc1CC(NC(C)=O)C(=O)NC1CCN(C(=O)c2cccc(Cl)c2)CC1 (configuration not stated)	2	8	9	-4	-6	0.0	-0.2	1	-18	1	4
Cc1cc(-c2nnc(SCC(=O)Nc3ccc(F)c(F)c3)n2N)n[nH]1	-2	1	-9	-19	-1	-0.1	0.4	1	-15	12	-3
CN(C)c1ccc(S(=O)(=O)NCC(=O)NCC2CCCCC2)cc1[N+](=O)[O-]	-5	2	0	-5	0	0.0	1.0	6	-4	-64	-37
Cc1ccc(S(=O)(=O)N2CCN(C(=O)CSc3nnnn3C)CC2)c(C)c1	-3	-6	-2	-16	-5	-0.2	-0.4	2	-20	16	2
Cc1ccc(CNC(=O)CCCc2nc3ccccc3s2)cc1	4	-5	2	-7	1	0.1	5.4	-2	-5	-2	16
C/C(=N\NC(=O)c1ccc(Cl)cc1)c1ccc(Br)s1	0	-23	3	-32	2	0.2	-0.7	1	·	-98	-82
COc1ccc(-n2c(SCC(=O)Nc3ccccc3)nc(O)cc2=O)cc1	3	2	0	-21	-3	-0.2	-0.9	1	-5	-1	5
COc1ccc(-c2csc(C(NC(C)=O)c3cccc(F)c3)n2)cn1 (configuration not stated)	6	·	0	-20	4	-0.1	-2.0	·	-5	-7	-26
CC(C)Cc1ccc(C(C)C(N)=Nc2ccc(O)cc2)cc1 (configuration not stated)	16	2	2	4	-3	0.8	-0.5	-3	-4	43	30
COc1ccc(S(=O)(=O)N(CC(=O)NCc2ccco2)C2CCCCC2)cc1OC	-1	3	4	-10	1	0.0	-3.3	-1	-5	3	-6
OCCN1CCN(c2ncnc3c2sc2nc(N4CCOCC4)c4c(c23)CCC4)CC1	-1	0	8	19	0	-0.3	6.7	-1	-9	29	6
C(=C\N1CCCCCC1)/c1nnnn1-c1ccc(-c2ccccc2)cc1	11	1	7	-10	4	0.0	0.0	-3	-15	4	-5
CCOC(=O)c1c(NC(=O)CCC(=O)NCc2ccco2)sc2c1CCCC2	-1	7	-3	-16	-4	0.2	1.0	3	-5	9	5
O=S(=O)(/N=C(/Nc1ccc(F)cc1F)c1ccc(Cl)cc1)c1ccccc1	-4	-4	2	-4	-3	0.0	1.3	2	-5	12	10
CC(C)c1ccc(/C=N/NC(=O)c2cc(-c3cccc([N+](=O)[O-])c3)n[nH]2)cc1	10	2	-4	-3	-4	0.0	-0.7	0	-5	20	21
C=CC[C@@H](CC(=O)N[C@@H](CO)Cc1ccccc1)C(=O)NC[C@@H](OC(=O)[C@@H](CC=C)Cc1ccc(F)cc1)c1ccccc1	4	4	-6	-35	-4	0.5	-2.8	·	-6	26	8
C=C1CC[C@@H]2[C@](C)(CCC[C@@]2(C)/C=C/[C@@H](O)C(C)(C)O)[C@H]1CC(=O)NCCS(=O)(=O)O	-1	8	-3	-56	·	0.3	-0.2	·	-4	-10	14
Cc1cnc(C(=O)OC(C(=O)c2c[nH]c3ccccc23)c2ccccc2)cn1 (configuration not stated)	3	2	14	-2	2	-0.2	-0.4	0	-6	19	11
CCOC(=O)c1ccc(NC=C2C(=O)OC3(CCCCC3)OC2=O)cc1	-5	-15	7	-1	3	-0.3	1.3	-3	·	7	22
CCn1cc(CN2CCC(n3nccc3NC(=O)CCc3ccccc3)CC2)cn1	7	16	-7	5	0	-0.1	-0.6	3	-5	19	16
N#C/C(C(=O)c1ccccc1)=C1/CCCCCN1	0	-58	0	-100	12	-0.2	-0.4	2	-4	-212	-183
COc1ccc(N(CC(=O)NCCSc2ccccc2)S(C)(=O)=O)cc1	4	0	-2	-2	3	-0.6	0.0	3	-4	4	6
